mcGAS lum: cyclic GMP-AMP synthase inhibitors, mouse, primary biochemical chemiluminescence; Q8C6L5; recombinant cGAS, Kinase-Glo ATP depletion luminescence; inhibition, % at 12.5 µM; 160,000 compounds, 0.15% hits; AID 1259399, 2018;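 also: 0% = negative control wells and 100% = reference inhibitor with no enzyme activity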
hcGAS inh: Primary biochemical luminescence assay for human cyclic GMP-AMP synthase inhibitors; Q8N884; recombinant h-cGAS, ATP depletion, Kinase-Glo luminescence; inhibition, % at 12.5 µM; 290,000 compounds, 0.081% hits;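 also: 0% = vehicle reaction and 100% = reaction without DNA for no activity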
Target sequence (Q8N884 whole entry, looked up): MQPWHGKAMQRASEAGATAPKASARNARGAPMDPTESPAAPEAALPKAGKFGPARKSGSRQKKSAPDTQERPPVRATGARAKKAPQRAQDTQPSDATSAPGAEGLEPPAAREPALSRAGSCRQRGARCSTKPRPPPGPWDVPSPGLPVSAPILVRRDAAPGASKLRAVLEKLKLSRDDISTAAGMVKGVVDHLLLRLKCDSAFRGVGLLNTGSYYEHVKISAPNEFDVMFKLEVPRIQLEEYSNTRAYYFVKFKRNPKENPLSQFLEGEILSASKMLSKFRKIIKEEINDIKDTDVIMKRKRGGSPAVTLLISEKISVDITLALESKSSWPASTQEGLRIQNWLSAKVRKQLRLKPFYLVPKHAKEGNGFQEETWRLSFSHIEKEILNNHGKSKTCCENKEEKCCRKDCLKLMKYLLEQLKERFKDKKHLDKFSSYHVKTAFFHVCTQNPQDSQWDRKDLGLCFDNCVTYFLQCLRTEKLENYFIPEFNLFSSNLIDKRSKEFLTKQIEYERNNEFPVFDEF
NPYLR7 ag: agonists of mosquito NPYLR7 receptor, primary screen, cell-based, Aedes aegypti, calcium fluorescence, mosquito biting behavior; Aedes aegypti neuropeptide Y-like receptor 7 (NPYLR7); HEK293T NPYLR7/Galpha15, GCaMP6s calcium fluorescence; activation, % at 10 µM; 270,000 compounds, 0.15% hits; in the data active = activation above about 40%;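 also: 0% = vehicle and 100% = reference agonist at the receptor; some compounds past the cut are filed as inactive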
The depositor's hits bear a star; x = not tested or not shown; & = joins results of further samples. Rule as the data show it, unless noted: active = inhibition above about 40%; inactive = the rest.

structure | mcGAS lum | hcGAS inh | NPYLR7 ag
N#Cc1ccc(N2Cc3ccccc3C2=NC(=O)c2cccs2)cc1 | x | -4 | 6
Cc1cccn2c(=O)c3cc(C(=O)NC4CCCCCCCCCCC4)n(C)c3nc12 | x | -2 | 3
CC1CN(C(=O)CN2CCc3sccc3C2c2cccc(F)c2)CCN1C(=O)COCc1ccccc1 (centres undefined) | -3 | -1 | 16
COC(=O)c1[nH]nc2c1C(=O)N(C1CCCCC1)C2=O | x | 1 | 2
Cc1nc2n(n1)C(=O)C(C(c1cccc(Cl)c1)N1CCC(C)CC1)S2 (centres undefined) | x | -6 | 4
COc1cc2c(cc1OC)CN(S(=O)(=O)c1ccc(OC)c(N3CCN(C(=O)c4ccco4)CC3)c1)CC2 | -4 | 0 | 2
Cc1ccc2oc(-c3ccc(N)c(C)c3)nc2c1 | -4 | -13 | 3
CN(C(=O)c1ccsc1)C(Cc1ccccc1)C1CCN(C(=O)[C@H]2C[C@@H]3C=C[C@H]2C3)CC1 (some centres undefined) | x | -1 | -2
Cn1c(=O)n(Cc2cccc3ccccc23)c(=O)c2c1nc1n2CCCN1Cc1ccco1 | x | 3 | 3
CSc1nc2c3ccccc3ncn2n1 | x | 2 | -1
CC1=NN(CCc2ccccc2)c2nc3c(c(=O)n(CCc4ccccc4)c(=O)n3C)n2C1 | -6 | 0 | 5
CS(=O)(=O)NCCn1nc(-c2cccs2)ccc1=O | -6 | 2 | 0
CCO[C@H]1COC[C@@H]1NC(=O)CSCc1ccccc1Cl | -21 | -5 | 10
CCOc1ncccc1C(=O)NCc1ccc(C)c(F)c1 | x | -11 | 3
CCOC(=O)C(C)Sc1nnc2n1CCN2c1ccc(F)cc1 (centres undefined) | -3 | -1 | 1
COc1ccc(-n2nc(C(C)(C)C)cc2NC(=O)c2cccc(C#N)c2)cc1 | -3 | -3 | -8
Cc1c(S(=O)(=O)N2CCN(C(c3ccccc3)c3ccccc3)CC2)c(=O)n(C)c(=O)n1C | -3 | 1 | 3
COc1ccccc1CNC(=O)C1(C)CCN1C(=O)c1cc(C)n(C)n1 (centres undefined) | -6 | -4 | 3
Cc1sc2nc(CN(CC(O)c3ccccc3)C3CCCCC3)[nH]c(=O)c2c1C (centres undefined) | -6 | -3 | 12
CC(NC(=O)C1CCN(Cc2ccc(Cl)cc2)CC1)c1cccc2ccccc12 (centres undefined) | -3 | -5 | 13
CC1(C)CCC(C)(C)c2cc(NC(=O)Nc3ccc4nc([C@H]5C[C@H](O)[C@@H](CO)O5)[nH]c4c3)ccc21 | -4 | -10 | -1
Cc1nn(-c2cccc(F)c2)c(N2CCN(C(C)C)CC2)c1CN(C(=O)CCl)C(C)C | -8 | -4 | 32
Cc1cccc(-n2nnc3c(=O)n(Cc4ccccn4)cnc32)c1 | -9 | -8 | -4
N#CCN(C(=O)COc1ccc2c(c1)CCCC2=O)c1ccccc1 | x | -6 | 3
O=C(CNC(=O)c1cccs1)N=Nc1c(O)n(CCc2ccccc2)c2ccccc12 | -6 | -8 | 4
CCn1cc(C(CC(=O)N2CCN(c3ccccc3F)CC2)c2ccc3c(c2)OCO3)c2ccccc21 (centres undefined) | -5 | -4 | 0
Cc1ccnc(NC(=O)C(C)(C)c2ccccc2)n1 | x | -6 | 6
CCC(=NNC(=O)Cc1cccn1C)c1ccc(O)cc1 | -4 | 0 | -5
COc1ccc(-c2ccc(F)c(CO)c2)nn1 | x | -11 | 8
N#Cc1ccc(COC2C[C@](OCc3ccccc3F)(C(=O)NCC3CCCO3)C[C@@H](O)[C@H]2O)cc1 (some centres undefined) | -5 | -1 | 2

Whole records as entered above. Screens in order: mcGAS lum	hcGAS inh	NPYLR7 ag
Cc1ccnc(NC(=O)C(C)(C)c2ccccc2)n1 is listed as x	-6	6
COc1ccc(-c2ccc(F)c(CO)c2)nn1 is listed as x	-11	8

Following part:
structure | mcGAS lum | hcGAS inh | NPYLR7 ag
Cc1cc(C)n(-c2nc3c(c(=O)n2CC(=O)N2CCc4ccccc42)CCCC3)n1 | -9 | -6 | -5
O=C(c1ccc(S(=O)(=O)NCC2CCCO2)cc1)N1CCN(c2ccc(F)cc2)CC1 (centres undefined) | -4 | -7 | 0
Cc1cc(C)c2c(=O)c(-c3nc(-c4ccccc4)c(C)[nH]3)coc2c1 | x | -1 | 10
C=CCC(C)(NC1CCCCC1)c1ccccc1 (centres undefined) | x | -6 | 9
CCCN(CC(=O)Nc1cc(-c2ccccc2)nn1-c1ccc(C)cc1C)C(=O)Nc1ccc(F)c(Cl)c1 | -6 | -3 | 0
COCc1noc(-c2ccc3c(c2)CCO3)n1 | x | 2 | 3
O=C(CCN1CCC(CCn2cccn2)CC1)Nc1nccs1 | -5 | 2 | 1
O=C(CC1C=CCC1)N1CCN(Cc2cccc(-c3noc(-c4cccnc4)n3)c2)CC1 (centres undefined) | -9 | -5 | 12
Cc1cccc(C(=O)Nc2cnc3sc4ccccc4n3c2=O)c1 | -6 | -14 | 1
CC1(C2CCN(Cc3cccc4c3OC(F)(F)O4)CC2)NC(=O)NC1=O (centres undefined) | x | -4 | -4
COc1ccc(S(=O)(=O)N2CCOCC2)cc1N1CCN(C(=O)c2cc(C)oc2C)CC1 | -6 | -4 | 22
CN(Cc1ccc(Br)s1)C(=O)c1cn[nH]c1-c1ccc(F)cc1 | x | -7 | 1
COc1ccc2[nH]c(CNC(=O)c3cn(C4CCCCC4)nn3)cc2c1 | -14 | -7 | x
COCCNC(=O)C(NC(=O)c1cccs1)C1CCN(C(=S)Nc2ccc(F)cc2)CC1 (centres undefined) | -5 | -4 | 7
CCCNC(=O)N1N=C(c2ccc(N)cc2)c2cc3c(cc2C1C)OCO3 (centres undefined) | x | -2 | -14
CN(CC(=O)NC1CC1)C(=O)C=Cc1ccc(Cl)cc1 | -2 | -5 | 7
Cc1nnc(N(CCC(N)=O)CCC(N)=O)s1 | x | -5 | -6
Cc1c(C(=O)N(C)c2ccccc2)sc2nc(-c3ccccc3)cn12 | -7 | -1 | -3
Cc1ccc(-n2c(C)c(C)n3c4c(=O)n(CCN5CCCCC5)c(=O)n(C)c4nc23)c(C)c1 | -9 | -7 | 2
CCCCCCc1ccc(C(=O)N(CC(=O)N(Cc2ccc3c(c2)OCO3)Cc2cccs2)C(C)C)cc1 | -7 | -14 | x

Carrying on.
Fields: mcGAS lum	hcGAS inh	NPYLR7 ag
- Cc1ccccc1C1(O)CCN(Cc2cn[nH]c2-c2ccc(F)cc2)C1 (centres undefined)
    x	-1	-6
- CCNc1ncc(CN2CCCC3(CCN(C(=O)c4c(C)noc4C)C3)C2)cn1 (centres undefined)
    x	1	8
- CN(C)Cc1csc(-c2nccn2Cc2ccsc2)c1
    -11	-6	0
- CC1(C2CCN(S(=O)(=O)c3cccc(Cl)c3F)CC2)NC(=O)NC1=O (centres undefined)
    x	0	1
- CCCCn1c(C(=O)NCCc2ccccc2)cc2c(=O)n(C)c(=O)n(C)c21
    -9	-11	0
- CCC1CCCCN1Cc1nc2c(c(=O)n(C)c(=O)n2C)n1C(C)C(C)=O (centres undefined)
    x	-8	5
- CCC(NC(=O)c1occc1C)c1ccc(S(C)(=O)=O)cc1 (centres undefined)
    x	-1	0
- CCN1C(=O)NC(c2ccc(C)cc2C)C2=C1CN(C(Cc1ccccc1)C(=O)Nc1ccc(OC)cc1)C2=O (centres undefined)
    -4	-4	2
- COC(=O)NC1CCN(c2ccccc2C(=O)NCCc2ccc(OC)cc2)CC1
    -3	-6	17
- NC(=O)NC(=O)C(c1ccccc1)N1CCC(c2nc3ccccc3s2)CC1 (centres undefined)
    x	-2	0
- O=C(c1ccc(SC(F)(F)F)cc1)N1CCc2ccccc2C1c1ccccc1F (centres undefined)
    -9	-7	-2
- c1c[nH]c(-c2nnc(SCc3ccc4c(c3)OCO4)o2)c1
    x	-6	29
- Cc1nn(-c2ccccc2)cc1/C=N\Nc1ccc([N+](=O)[O-])cc1[N+](=O)[O-]
    4	4	-6
- C=CCN1C(=O)C(=Cc2c(NCCCn3ccnc3)nc3c(C)cccn3c2=O)SC1=S
    -10	-10	4
- COCCCN(Cc1csc(COc2cccc(C)c2C)n1)C(=O)c1cccs1
    1	6	-4
- COc1ccccc1OCc1coc(-c2ccc(C)cc2C)n1
    x	1	8
- CC1(C)OC(=O)NC1=O
    -6	-1&-6	-6&-5
- CC1CC(C)CN(C(=O)CN2CCN(c3nnc(Cl)c(N)n3)CC2)C1 (centres undefined)
    x	-8	13
- Cc1cc(C)cc(NC(=O)CC(=O)N[C@@H]2C[C@H]2c2ccccc2)c1
    x	7	-3
- O=C(NCC(F)(F)F)c1cncn1-c1ccccc1
    -9	-13	8
- CC(=O)OC(CN1CCCC1)C(C)(C)C (centres undefined)
    1	4	-11
- O=C(NCc1cccs1)NCC1CN(c2ccc(F)cc2)C(=O)O1 (centres undefined)
    x	4	2
- CN(C)C(=O)Sc1cnc2nc(C#N)c(C#N)n2c1
    -14	-10	14
- Cc1cccc2cc(C(=O)NCc3cccnc3N3CCN(C)CC3)oc12
    -17	-4	x
- COc1ccc(S(=O)(=O)Oc2cc(CN(Cc3ccco3)C(=O)c3ccccc3Cl)ccc2OC)cc1
    -4	-5	20
- COc1ccc(C(=O)N2CCN(c3ccccc3Cl)C(=O)C2C)cc1 (centres undefined)
    -3	1	-6
- CC(C)N(C(=O)CN1CCN(C(=O)c2cn(C)cc3c(=O)n(-c4ccccc4)nc2-3)CC1)C(C)C
    -9	-7	-4
- COc1ccc(OCCSc2nnc(-c3ccc4c(c3)OCO4)o2)cc1
    -6	-13	1
- COc1ccc(Br)cc1S(=O)(=O)n1cnc2ccccc21
    -2	-4	9
- Cc1ccc(C(=O)N2CCN(c3nc(Cc4ccccc4)nc4sc5c(c34)CCCC5)CC2)cc1[N+](=O)[O-]
    -3	-4	15
- CC(=N)C(C#N)c1csc(Nc2cc(C)cc(C)c2)n1 (centres undefined)
    -11	-5	-1
- Cc1cc(=O)c(C(=O)NCc2nnc(C(C)(C)C)s2)c[nH]1
    -15	-14	3
- CCCn1c2ccccc2n2c(C(C)=O)c(-c3ccccc3)nc12
    x	-6	-13
- O=C(Nc1ccc2[nH]cc(CCN3CCN(c4cccc(C(F)(F)F)c4)CC3)c2c1)c1ccc(C(F)(F)F)cc1C(F)(F)F
    -6	1	15
- CCOC(=O)c1ccc2c(c1)nc(SCc1ccccc1SC(F)(F)F)n2Cc1ccccn1
    -6	-3	20
- CC(C)CCC(=O)N1CC=C(c2c[nH]c3ncccc23)CC1
    -5	-1	-4
- Cc1ccccc1-n1ncc2c(C(C)C)n[nH]c(=O)c21
    x	-2	-1
- Cc1ncc(CN2CCOC(C(=O)OC(C)(C)C)C2)s1 (centres undefined)
    x	-11	12
- CN1CCN(C(=O)c2coc(CN(Cc3cccc(Cl)c3)Cc3cccc(C(F)(F)F)c3)n2)CC1
    -2	1	6
- CCCc1cc(C(=O)Nc2ccc(N(C)C)nc2)sc1C
    x	-16	0
- O=C(c1ccc(Oc2ccccc2)cc1)C1CCCN(C(=O)CCN2CCCCC2=O)C1 (centres undefined)
    x	-2	3
- Oc1ccc(-n2nnnc2SCc2nc3ccccc3o2)cc1
    x	-5	5
- O=C1CC(c2ccc3c(c2)OCCO3)Oc2ccc(Br)cc21 (centres undefined)
    x	-6	-8

Among those listed so far, 11 have a Cl atom.
Fields: mcGAS lum	hcGAS inh	NPYLR7 ag
- Cc1nc2n(n1)C(=O)C(C(c1cccc(Cl)c1)N1CCC(C)CC1)S2 (centres undefined)
    x	-6	4
- CCO[C@H]1COC[C@@H]1NC(=O)CSCc1ccccc1Cl
    -21	-5	10
- CC(NC(=O)C1CCN(Cc2ccc(Cl)cc2)CC1)c1cccc2ccccc12 (centres undefined)
    -3	-5	13
- Cc1nn(-c2cccc(F)c2)c(N2CCN(C(C)C)CC2)c1CN(C(=O)CCl)C(C)C
    -8	-4	32
- CCCN(CC(=O)Nc1cc(-c2ccccc2)nn1-c1ccc(C)cc1C)C(=O)Nc1ccc(F)c(Cl)c1
    -6	-3	0
- CN(CC(=O)NC1CC1)C(=O)C=Cc1ccc(Cl)cc1
    -2	-5	7
- CC1(C2CCN(S(=O)(=O)c3cccc(Cl)c3F)CC2)NC(=O)NC1=O (centres undefined)
    x	0	1
- CC1CC(C)CN(C(=O)CN2CCN(c3nnc(Cl)c(N)n3)CC2)C1 (centres undefined)
    x	-8	13
- COc1ccc(S(=O)(=O)Oc2cc(CN(Cc3ccco3)C(=O)c3ccccc3Cl)ccc2OC)cc1
    -4	-5	20
- COc1ccc(C(=O)N2CCN(c3ccccc3Cl)C(=O)C2C)cc1 (centres undefined)
    -3	1	-6
- CN1CCN(C(=O)c2coc(CN(Cc3cccc(Cl)c3)Cc3cccc(C(F)(F)F)c3)n2)CC1
    -2	1	6
